USP2a inh – inhibitors of human ubiquitin-specific protease USP2a. O75604. USP2 core, Ub-CHOP2 coupled fluorogenic reporter, 485/531. Potency, µM (titrated, usually from 38.3 µM), without a hit: top-dose activity change, negative = inhibition, actives largely listed as inhibitors. actives 0.01% (n = 330,000). AID 463254;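 also: potency is read from the fitted curve at half-maximal effect; plate controls were DMSO wells for no effect and full inhibition by NEM control for full effect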
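Cell-free coupled assay: 10nM USP2 core preincubated 30min RT with compound in Tris-HCl pH 8.0/CaCl2/CHAPS buffer, then 25nM Ub-CHOP2 and 25nM reporter substrate; fluorescence (Ex 485/Em 531) read after 60min RT, normalized to NEM inhibition, concentration-response curves fitted.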
uPA generation – blocks generation of uPA at the cell surface. Potency, µM (titrated, usually from 38.3 µM), without a hit: at the top dose activity change, negative = inhibition, most hits filed as inhibitors. cell surface uPA generation assay, qHTS. AID 540303. actives 0.31% (n = 330,000); active = well fitted inhibition curve with a large enough effect; inconclusive = small, poorly fitted or top-dose-only effect; inactive = no such curve, though single readings can be large or run the other way; tested in mouse RAW 264.7 cells; also: potency is read from the fitted curve at half-maximal effect; % is scaled to controls: 0 for no effect and ±100 for the full control effect; nearly all actives have a fitted effect of over 55% in size
p53 reactivation – re-activators of mutant p53; H1299 p53-A138V BP100-luciferase reporter, luminescence, 24 h; Potency, µM (titrated, usually from 92.2 µM), inactives show at the highest dose activity change, positive = activation, hits mostly activators; actives 0.063% (n = 320,000); also: potency is read from the fitted curve at half-maximal effect; % of control where 0% means no effect; nearly all actives have a fitted effect of over 45% in size
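p53-null H1299 cells stably carrying temperature-sensitive p53-A138V and a BP100-luciferase reporter were pinned with compounds (4-point, 1:5 series) and held 24 hrs at 37 deg C. Luminescence was read 10 min after detection reagent.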
ELG1 genotoxic – induces genotoxicity in HEK293T cells with luciferase-tagged ELG1; HEK293T ELG1-luciferase reporter, luminescence, 16 h; Potency, µM (titrated, usually from 46 µM), for the others: at the highest dose activity change, positive = activation, usual class: activators; actives 1.3% (n = 330,000); AID 504466; also: potency is read from the fitted curve at half-maximal effect; % of control where 0% means no effect; nearly all actives have a fitted effect of over 60% in size
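HEK293T cells expressing luciferase-tagged ELG1 were exposed to compound or DMSO vehicle for 16 hr at 37 °C and 5% CO2. Luciferase activity was then measured with ONE-Glo after 30 min at room temperature.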
Eya2 phos inh – inhibitors of human Eya2 phosphatase activity; recombinant Eya2, OMFP fluorescence dephosphorylation (OMFP is methylfluorescein phosphate); Potency, µM (top dose mostly 76.9 µM), without a hit: at the top dose activity, negative = inhibition, most hits filed as inhibitors; actives 0.006% (n = 330,000); also: potency is read from the fitted curve at half-maximal effect; % is scaled to controls: 0 for no effect and ±100 for the full control effect
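Eya2 protein (added as 0.2 uM solution) was preincubated with compound for 10 min at ambient temperature in 50 mM HEPES pH 7.5, 50 mM NaCl, 5 uM MgCl2, 0.05% BSA, 1 mM DTT. OMFP (added at 50 uM) then reacted 10 min; fluorescence read at 485/525 nm.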
S-ASM inh – human S-ASM enzyme inhibition. Potency, µM (highest dose often 57.5 µM), for inactives: at the highest dose activity change, negative = inhibition, hits mostly inhibitors. AID 504937. P17405. placental ASM, HMU-PC fluorogenic substrate, 60 min. actives 0.006% (n = 340,000); also: potency is read from the fitted curve at half-maximal effect
Target sequence (P17405 47-631 limits assumed): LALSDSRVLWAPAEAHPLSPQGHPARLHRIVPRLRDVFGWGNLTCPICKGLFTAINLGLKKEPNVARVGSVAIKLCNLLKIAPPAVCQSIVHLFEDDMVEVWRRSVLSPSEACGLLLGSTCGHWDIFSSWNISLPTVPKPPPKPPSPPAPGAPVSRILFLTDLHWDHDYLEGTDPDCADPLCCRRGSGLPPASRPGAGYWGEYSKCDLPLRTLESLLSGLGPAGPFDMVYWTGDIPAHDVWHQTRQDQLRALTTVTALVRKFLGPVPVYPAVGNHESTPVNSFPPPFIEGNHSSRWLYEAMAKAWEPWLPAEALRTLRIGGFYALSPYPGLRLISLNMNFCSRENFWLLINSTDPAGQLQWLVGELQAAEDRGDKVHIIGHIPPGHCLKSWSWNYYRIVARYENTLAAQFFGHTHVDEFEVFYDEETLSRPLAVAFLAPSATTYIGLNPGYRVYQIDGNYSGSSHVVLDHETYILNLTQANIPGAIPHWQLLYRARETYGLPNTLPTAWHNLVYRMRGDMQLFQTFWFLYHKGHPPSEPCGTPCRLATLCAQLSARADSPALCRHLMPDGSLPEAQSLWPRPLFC
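qHTS format. ASM enzyme prepared from human placenta hydrolyses the fluorogenic substrate HMU-PC0 (9 uM final) over 60 min at 37 °C after a 10 min compound preincubation.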
TSG101-PTAP inh – blocks PTAP/TSG101 interaction to inhibit HIV-1 budding; AID 493005; Fluorescence polarization, FITC-PTAP peptide / Tsg101 binding; Potency, µM (doses to about 115 µM), without a hit: top-dose activity change, negative = inhibition, most hits filed as inhibitors; 340,000 tested, under 10 active; Q99816; active = well fitted inhibition curve with a large enough effect in the main read-out, with a control signal flat, not every such curve was filed as active; inconclusive = small, poorly fitted or top-dose-only effect, or effect the other way, or a change in a side signal; inactive = no such curve, though single readings can be large or run the other way; also: potency is read from the fitted curve at half-maximal effect; % of control where 0% means no effect
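FP read-out: FITC-PTAP peptide, 50 nM final, binding Tsg101 binding domain, 10 uM final; 20 min, r.t.; 10 mM HEPES pH 7.5, 0.15 M NaCl, 0.01% Tween 20, 3 mM EDTA, 0.1 mM TCEP.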
BRCA1 expr act – increases BRCA1 expression; AID 624202; MCF7-BRCA1-FFLuc reporter, luminescence, 48 h; response scale: scaled: vehicle 0%, 10 µM genistein 100%; actives 1.1% (n = 380,000); Potency, µM (highest dose often 46.1 µM), for the others: at the top dose activation, most hits filed as activators; also: potency is read from the fitted curve at half-maximal effect; nearly all actives have a fitted effect of over 80% in size; some results filed as inactive show a strong effect at the top dose
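Using MCF7 cells harboring a BRCA1 firefly luciferase reporter, plated 2 h before compound pinning, the screen measured luminescence after 48 h incubation. Responses were normalized to DMSO and 10 microM genistein, then fitted for concentration-effect.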
Integrin act MD – activates integrin-mediated alleviation for muscular dystrophy | Potency, µM (titrated, usually from 38.3 µM), for inactives: at the highest dose activation, most hits filed as activators | alpha7betagal myoblasts, beta-gal FDG fluorescence, 48 h | actives 0.064% (n = 350,000);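 also: potency is read from the fitted curve at half-maximal effect; 100% = response of the positive control SU9516; nearly all actives have a fitted effect of over 60% in size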
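alpha7betagal+/- myoblasts (passage 13, 250/well) treated 48 h at 37C with compounds at 1:260 dilution of DMSO stock. Lysed, then beta-galactosidase activity read as FDG fluorescence (ex 480/em 540) after 30 min, with pre-read for autofluorescence.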
B2AR arrestin – agonists driving beta-arrestin recruitment to human beta2-adrenergic receptor; P07550; AID 492947; beta-arrestin recruitment to beta2AR, cell-based reporter; Potency, µM (top dose mostly 46.1 µM), inactives show at the top dose activation, hits mostly activators; actives 0.02% (n = 330,000);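 also: potency is read from the fitted curve at half-maximal effect; 0% = DMSO controls and full agonism = EC100 isoproterenol or metaproterenol; nearly all actives have a fitted effect of over 65% in size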
Target sequence (P07550 whole entry, looked up): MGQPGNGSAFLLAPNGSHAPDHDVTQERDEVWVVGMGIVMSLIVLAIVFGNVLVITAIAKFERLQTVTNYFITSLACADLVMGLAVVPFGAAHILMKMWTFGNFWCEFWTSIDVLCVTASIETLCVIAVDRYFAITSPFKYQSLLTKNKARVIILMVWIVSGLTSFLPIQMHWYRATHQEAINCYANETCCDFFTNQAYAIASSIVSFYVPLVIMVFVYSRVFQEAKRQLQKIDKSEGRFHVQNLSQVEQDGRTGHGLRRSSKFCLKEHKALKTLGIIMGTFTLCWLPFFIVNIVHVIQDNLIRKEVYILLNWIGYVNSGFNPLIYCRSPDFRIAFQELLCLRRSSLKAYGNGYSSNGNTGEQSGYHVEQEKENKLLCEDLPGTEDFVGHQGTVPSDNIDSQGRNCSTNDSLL
TRPV1 agonist – activates the human vanilloid receptor TRPV1; Q8NER1; TRPV1-expressing cells, Fluo-8 calcium influx, agonist mode; activation, % at 8.33 µM; actives 0.19% (n = 320,000); in the data active = activation above about 80%; inconclusive = between about 30% and that limit; also: 0% is about no effect
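Fluo-8 calcium influx in TRPV1-expressing cells, kinetic read (ex 480/em 520 nm). Compound added and read 3 min for agonist activity, followed by capsaicin at EC20 final and 2 min further read for enhancement.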
* marks the source's active call; other numbers are inactive results; ? = inconclusive; . = no result given; & = joins results of further samples; [ ] = remark or other dose. Unless noted, calls follow the shape of the dose curve; as a rule, active = well fitted curve in the direction sought with a large enough effect; inconclusive = small, poorly fitted or top-dose-only effect, or another doubt; inactive = no such curve, though single readings can be large; an effect the other way counts as inactive or inconclusive.

mol	USP2a inh	uPA generation	p53 reactivation	ELG1 genotoxic	Eya2 phos inh	S-ASM inh	TSG101-PTAP inh	BRCA1 expr act	Integrin act MD	B2AR arrestin	TRPV1 agonist
COc1ccc(S(=O)(=O)Nc2ccc3c(c2)CCC3)cc1	-1%	1%	-1%	-5%	-5%	-1%	-1%	-12%	0%	0.0%	-1
CC(C(=O)NC(C)(C)C)N1C(=O)c2cccc3cccc(c23)C1=O (stereo unspecified)	2%	2%	-1%	1%	14%	11%	-8%	0%	-6%	0.0%	2
Cn1c(=O)cc(SCC(=O)NCCCN2CCN(c3ccc(F)cc3)CC2)c2ccccc21	-1%	0%	-13%	0%	11%	0%	-3%	7%	1%	-0.1%	-2
CCCCn1c(N)c(N(CCOC)C(=O)c2ccc(NC3CC3)c([N+](=O)[O-])c2)c(=O)[nH]c1=O	-1%	-2%	0%	-5%	-3%	3%	-5%	-7%	-1%	0.1%	-5
COc1ccccc1N1CCN(C(=O)c2ccco2)CC1	2%	-1%	4%	6%	?	4%	1%	33%	4%	-0.1%	0
CCCNC(=O)CN1C(=O)NC(CC)(c2ccc(F)cc2)C1=O (stereo unspecified)	0%	3%	-4%	-2%	1%	3%	-7%	-13%	-19%	-0.8%	0
CCN(C[C@H]1N[C@@](CC)(C(=O)OC)[C@H]2C(=O)N(C)C(=O)[C@@H]12)C(=O)c1ccc(C(C)(C)C)cc1	-2%	-7%	-2%	1%	3%	4%	-2%	-2%	7%	-0.7%	.
CCOC(=O)C(Cc1ccccc1)NC(=O)CCc1nnc2ccc(N3CCCCC3)nn12 (stereo unspecified)	2%	-13%	16%	2%	-1%	3%	-1%	-8%	15%	-1.6%	2
Cc1nnc(NC(=O)C2CCN(S(=O)(=O)c3ccc(F)c(Cl)c3)CC2)o1	-1%	1%	-9%	-1%	-17%	1%	-2%	-24%	29%	0.1%	-11
CC(=O)Oc1ccc(/C=N/NC2=NS(=O)(=O)c3ccccc32)cc1	0%	3%	-3%	-4%	7%	-1%	-3%	7%	-5%	0.3%	-1
Cn1c(=O)[nH]c(=O)c2c1nc(N1CCCCC1)n2CC(O)COc1ccccc1 (stereo unspecified)	-1%	-9%	-29%	-6%	-19%	7%	0%	-7%	-40%	-0.9%	2
Cc1ccc(C(=O)N/N=C\c2sccc2C)cn1	4%	?	7%	?	7%	4%	-1%	?	0%	0.2%	-2
CCOc1ccc(NC(=O)C(C)Sc2nccn2C)cc1 (stereo unspecified)	-1%	4%	9%	16%	10%	-1%	-1%	73%	2%	0.2%	-4
Cc1cc(=O)oc2cc(OCC(=O)Nc3ccc4[nH]c(=O)[nH]c4c3)ccc12	2%	8%	9%	-3%	4%	36%[activator]	3%	-23%	-2%	0.3%	0
COc1ccccc1/C=C/CN1CCC(CO)(Cc2ccccc2)CC1	1%	-8%	0%	-7%	-8%	6%	-1%	-6%	-59%[inhibitor]	-0.9%	1
Cc1ccc(CN(C(=O)C(F)(F)F)C(C(=O)NC2CCCCC2)c2ccco2)cc1 (stereo unspecified)	0%	0%	-1%	-4%	-4%	4%	-4%	-43%	-33%	-0.6%	27
O=C(O)C1C2C=CC3(CN(C4CCCC4)C(=O)C13)O2 (stereo unspecified)	0%	-5%	-6%	-6%	9%	5%	-3%	-12%	-34%	-0.2%	1
COc1ccc(N2CCN(C(=O)/C=C/c3ccco3)CC2)cc1	3%	2%	2%	1%	-5%	-1%	-9%	3%	-27%	-0.2%	2
COC(=O)CCC(=O)NNC(=O)Cc1ccccc1	-1%	-2%	-3%	-2%	-8%	2%	-4%	-8%	6%	-0.2%	1
S=c1[nH]nc(COc2ccccc2)n1C1CCCCC1	0%	-1%	-5%	-3%	2%	-5%	-2%	3%	14%	-0.2%	-13

Continued, starting with the last two of the part before.
mol	USP2a inh	uPA generation	p53 reactivation	ELG1 genotoxic	Eya2 phos inh	S-ASM inh	TSG101-PTAP inh	BRCA1 expr act	Integrin act MD	B2AR arrestin	TRPV1 agonist
COC(=O)CCC(=O)NNC(=O)Cc1ccccc1	-1%	-2%	-3%	-2%	-8%	2%	-4%	-8%	6%	-0.2%	1
S=c1[nH]nc(COc2ccccc2)n1C1CCCCC1	0%	-1%	-5%	-3%	2%	-5%	-2%	3%	14%	-0.2%	-13
Cn1c2ccccc2n2c(=O)c(Cl)c(-c3ccccc3)c(C#N)c12	0%	-2%	3%	6%	7%	56%[activator]	0%	-54%	15%	-0.8%	0
CCCn1c(SCC(=O)Nc2cc(C)on2)n[nH]c1=O	2%	7%	1%	0%	7%	12%	-6%	-3%	16%	7.1%	.
CC(C)CC1Nc2ncnc(N3CCN(c4ccccn4)CC3)c2N(Cc2ccccc2)C1=O (stereo unspecified)	1%	-14%	-5%	0%	3%	4%	-3%	-15%&0%	5%	-0.2%	.
COc1cc(Cl)ccc1OCc1cc(C(=O)N(C)CC2CCCCO2)no1 (stereo unspecified)	0%	-6%	?	?	-6%	2%	2%	?	-28%	-0.7%	24
Cc1c(Cl)cccc1NC(=O)CC(Cc1ccccc1)C(=O)O (stereo unspecified)	-1%	3%	2%	1%	6%	-1%	2%	-3%	5%	-0.5%	1
CN(CC(=O)Nc1ccc(F)cc1)C(=O)COC(=O)/C=C/c1cccs1	-2%	1%	2%	-1%	-6%	3%	-3%	-1%	-28%	1.0%	23
COc1ccccc1NC(=O)CC1C(=O)NCCN1C(=O)Nc1ccc(Cl)c(Cl)c1 (stereo unspecified)	0%	1%	-23%	0%	18%	-7%	-14%	-15%	-35%	-1.9%	10
C/C(=N\NC(=S)NCc1ccccc1)c1ccc(C#N)cc1	0%	14%	6%	7%	-8%	0%	-3%	-7%	-3%	3.9%	1
Cc1ccc(OCCC(=O)Nc2ccc(S(=O)(=O)N3CCCC3)cc2)cc1	-1%	-14%	-10%	-4%	-1%	-22%	0%	-14%	-12%	6.4%	28
COc1ccccc1-n1c(=O)oc2ccc(Cl)cc2c1=O	1%	-13%	-16%	6%	11%	20%	-3%	-36%	-24%	0.0%	4
CSCCC(NC(=O)c1ccccc1Br)C(=O)NNC(=O)c1ccncc1 (stereo unspecified)	5%	1%	6%	0%	-10%	6%	0%	-7%	-41%[inhibitor]	-0.1%	-1
CCOC(=O)N1CCN(c2nc3ccccc3n3cnnc23)CC1	2%	13%	4%	-1%	9%	2%	-2%	2%	24%	-0.5%	0
O=[N+]([O-])c1cccc(S(=O)(=O)N2CCCCC2)c1	1%	1%	.	5%	-3%	7%	1%	-6%	-10%	-0.7%	0
O=C(CCC(=O)OCC(=O)c1ccc(-c2ccccc2)cc1)Nc1cccc(Cl)c1	0%	-1%	1%	1%	?	0%	-7%	25%	3%	-0.4%	1
O=C(CN1CCCCCC1)Nc1ccccc1F	-1%	3%	12%	7%	6%	-4%	-1%	24%	1%	-1.3%	1
COc1ccc(C(=O)Nc2ccc(NC(=O)C3CC3)cn2)cc1	-1%	-1%	-2%	7%	-4%	0%	1%	2%	1%	-1.1%	-1
O=S(=O)(Nc1nc2c(s1)CCCC2)c1ccc(F)cc1	4%	.	17%	?	-3%	-2%	-3%	8%	-14%	0.0%	2
Cn1c(S(=O)(=O)Cc2ccc(Cl)cc2)nc2ccccc21	3%	-19%	9%	-13%	6%	5%	4%	15%	14%	0.5%	3
COc1ccc(CCNCC(=O)N2C(C)CCCC2C)cc1OC (stereo unspecified)	11%	4%	4%	9%	0%	6%	-2%	0%	-4%	0.1%	0
C[C@H](CO)N1C[C@H](C)[C@@H](CN(C)Cc2ccncc2)Oc2c(NS(=O)(=O)c3cn(C)cn3)cccc2C1=O	4%	10%	4%	0%	-31%	4%	3%	5%	-10%	-0.9%	.
O=C(COC(=O)Cc1cccc(C(F)(F)F)c1)Nc1ccc2[nH]c(=O)[nH]c2c1	-3%	3%	-1%	1%	-12%	1%	2%	-1%	-5%	0.0%	?
CN1CCCC1=Nc1c2c(nc3ccccc13)N(C)CC2	0%	-4%	-6%	-7%	-4%	8%	2%	0%	-15%	-0.7%	1
CCCCN(CC(=O)NC1CCCC1)C(=O)C(=O)Nc1ccc2c(c1)OCCO2	1%	-5%	-1%	1%	5%	4%	0%	-6%	9%	-0.2%	0
